Screens (PubChem)
Jurkat NFkB inh: inhibitors of induced NF-kB luciferase reporter, primary screen, TCR NF-kB activation inhibitor project, cell-based, luminescence, uHTS; Jurkat, PMA/ionomycin-induced NF-kB luciferase reporter; inhibition, % at 4 µM; 0.53% of 330,000 active; AID 435003, 2010
Apaf1 inhib: inhibitors of human Apaf-1 apoptosome, primary screen, biochemical, DEVD-Rh110 fluorescence, uHTS; 0.71% of 330,000 active; AID 489030, 2010; reconstituted apoptosome caspase-3 activity; inhibition, % at 20 µM; active means inhibition of at least 40% at 20 µM;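 further: plate controls were DMSO wells for no effect and DEVD-CHO caspase inhibitor wells for full effect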
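System: Apoptosome proteins | Medium: Hepes pH 7.5 with detergent and BSA | Also added: Cytochrome c trigger plus (Z-DEVD)2-Rh110 caspase-3 substrate | Incubation: 30 min compound preincubation, 50 min activation, room temperature | Detection: Rhodamine 110 fluorescence at Ex 480/Em 540 nm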
EBI2 block: EBI2 receptor antagonists, beta-arrestin recruitment, primary screen, cell-based, luminescence, 7a,25-OHC stimulation, uHTS | G-protein coupled receptor 183 (Homo sapiens), P32249 | 7a,25-OHC stimulated | inhibition, % at 5 µM | 0.81% of 360,000 active | AID 651636, 2012; in the data active means inhibition above about 38%;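 further: enzyme fragment complementation signal reports receptor beta-arrestin coupling in cells; 0% = agonist plus DMSO wells and 100% = wells without agonist; some results beyond the cut were filed as inactive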
Target sequence (P32249 whole entry, looked up, the tested form may be a part): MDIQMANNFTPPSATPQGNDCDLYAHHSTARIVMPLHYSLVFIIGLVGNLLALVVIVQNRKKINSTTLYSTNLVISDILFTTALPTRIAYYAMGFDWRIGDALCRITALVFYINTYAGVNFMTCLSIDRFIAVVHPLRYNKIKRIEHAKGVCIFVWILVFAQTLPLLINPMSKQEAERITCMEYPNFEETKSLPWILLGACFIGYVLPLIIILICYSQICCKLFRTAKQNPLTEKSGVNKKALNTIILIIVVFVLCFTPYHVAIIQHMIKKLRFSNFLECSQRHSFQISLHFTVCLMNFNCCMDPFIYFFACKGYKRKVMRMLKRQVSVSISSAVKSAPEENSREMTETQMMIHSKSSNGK
697 NFkB inh: inhibitors of PMA/ionomycin-induced NF-kB reporter, 697 cells, primary screen, B-cell NF-kB inhibitor project, cell-based, luminescence, uHTS; 697 B-cell NF-kB luciferase reporter, 16 h; AID 435022, 2010; inhibition, % at 4 µM; 0.33% of 330,000 active; in the data active means inhibition above about 35%
UBC13 inh: UBC13 polyubiquitin chain formation inhibitors, primary screen, biochemical, TR-FRET, uHTS; AID 485273, 2010; Ubiquitin-conjugating enzyme E2 N (Homo sapiens), P61088; inhibition, % at 20 µM; 0.47% of 330,000 active; in the data active means inhibition above about 45%, passing the limit was not always enough; inconclusive means no clear call, values can overlap the other calls
Target sequence (P61088 whole entry, looked up): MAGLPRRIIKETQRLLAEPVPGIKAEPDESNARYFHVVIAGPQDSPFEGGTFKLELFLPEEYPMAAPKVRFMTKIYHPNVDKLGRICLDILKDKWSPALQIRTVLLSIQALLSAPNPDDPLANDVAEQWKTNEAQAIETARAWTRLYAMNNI
Gli-Sufu antag: Gli-Sufu pathway antagonists, primary screen, luciferase luminescence, Sufu-KO-LIGHT cells, uHTS; Sufu-KO-LIGHT fibroblasts, Gli luciferase reporter luminescence; inhibition, % at 5 µM; 0.74% of 340,000 active; AID 588413, 2011;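 active means inhibition above about 55%, limit read from the data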;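 further: 0% = DMSO-treated cells and 100% = wells with medium but no cells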
SENP8 block: SENP8 protease inhibitors, primary screen, biochemical, luminescence. Sentrin-specific protease 8 (Homo sapiens), Q96LD8. purified SENP8, Z-RLRGG-aminoluciferin cleavage. inhibition, % at 10 µM. 1.2% of 330,000 active
Target sequence (Q96LD8 whole entry, looked up): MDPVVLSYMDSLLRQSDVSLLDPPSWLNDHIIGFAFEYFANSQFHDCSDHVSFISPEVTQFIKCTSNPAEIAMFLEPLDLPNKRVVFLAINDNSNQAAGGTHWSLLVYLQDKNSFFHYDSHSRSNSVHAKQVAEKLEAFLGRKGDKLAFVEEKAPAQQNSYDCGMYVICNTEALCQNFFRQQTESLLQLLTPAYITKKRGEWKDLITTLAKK
CCR6 antag: CCR6 receptor antagonists, primary screen, cell-based, CHO-K1, luminescence, beta-arrestin, uHTS; C-C chemokine receptor type 6 (Homo sapiens), P51684; CHO-K1 CCR6 PathHunter beta-arrestin, CCL20-stimulated; inhibition, % at 20 µM; 0.49% of 340,000 active; AID 493098, 2011;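 active means compounds whose inhibition of the agonist-driven luminescence signal at 20 µM reaches about 50%, limit read from the data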;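 further: cells stimulated with CCL20 at 14 nM final; plate controls were DMSO with CCL20 for no effect and DMSO without agonist for full effect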
* = called active by the depositor; ? = inconclusive; nt = not tested or not shown. Unless noted, no stated cut-off is given here; in the data, active means inhibition above about 50%; inactive means the rest. Only part of the results is shown (hit frequency here may not be typical).

#1 COc1ccc(N2CCN(C(=O)CSc3nnc(Cn4nnc5ccccc54)n3C)CC2)cc1
#2 CCOc1ccc(NC(=O)CN2CCN(CC(=O)Nc3cccc(F)c3)CC2)cc1
#3 COc1cc(Cl)ccc1OCc1cc(C(=O)N2CCCCC2c2cccnc2)no1 (stereo not given)
#4 COC(=O)C1=C(C)N(C)C(=O)/C1=C\c1cccs1
#5 Cc1cccc(C(=O)Nc2ccc(C(=O)N/N=C/c3ccco3)cc2)c1
#6 O=C(CSc1nnnn1Cc1ccccc1)c1ccc(F)cc1
#7 COc1ccc(C2C(C(N)=O)=C(C)Nc3nc(-c4cccc(Cl)c4)nn32)cc1OC (stereo not given)
#8 O=C(NCc1ccccn1)Nc1ccccc1C(F)(F)F
#9 COc1ccc(C(=O)/C=C/c2ccc(C)cc2)c(OC(=O)c2ccc([N+](=O)[O-])cc2)c1
#10 COc1cccc(C2=NOC(C(=O)Nc3cccnc3Cl)C2)c1 (stereo not given)

Assay by compound	1	2	3	4	5	6	7	8	9	10
Jurkat NFkB inh	-5	13	-15	10	-7	-7	5	14	-4	6
Apaf1 inhib	-17	1	21	-7	-17	-8	2	-2	9	0
EBI2 block	-4	0	1	-2	-1	-3	7	1	82*	-8
697 NFkB inh	19	-17	-69	9	15	-2	-18	-17	19	13
UBC13 inh	-1	-4	-4	-20	-17	18	14	-5	2	8
Gli-Sufu antag	6	6	8	1	3	-1	4	-15	-6	-5
SENP8 block	1	-2	10	1	1	1	-1	-5	10	4
CCR6 antag	-1	16	3	5	-1	21	-10	3	14	11

#11 COC(=O)C1=CN(CC2CCCO2)C=C(C(=O)OC)C1c1ccccc1C(F)(F)F (stereo not given)
#12 COc1ccc(-c2nc3c(c(=O)[nH]c(=O)n3Cc3ccccc3)n2CCO)cc1
#13 O=C(Cc1ccccc1)Nc1ncnc2c1C(c1ccccc1)c1c(ccc3ccccc13)O2 (stereo not given)
#14 CCOC(=O)COc1nc(N(C)C)nc(N(C)C)n1
#15 Cc1ccc(CN2CCN(Cc3cnn(-c4ccc(Cl)cc4)c3)CC2CCO)o1 (stereo not given)
#16 CCCCCCCCCc1nc2sc3c(c2c(=O)n1NC(=O)c1ccccc1[N+](=O)[O-])CC(C)(C)OC3
#17 Cn1c(=O)n(Cc2ccccc2F)c(=O)c2c1nc1n2CCCN1CCc1ccccc1
#18 Cc1cc(C)n(C(=O)Cn2nc(C)c(Br)c2C)n1
#19 COc1ccc(NS(=O)(=O)c2cc(N)ccc2N2CCCC2)cc1
#20 O=C(Cc1ccccc1F)Nc1cc(S(=O)(=O)N2CCOCC2)ccc1N1CCCC1

Assay by compound	11	12	13	14	15	16	17	18	19	20
Jurkat NFkB inh	1	4	-2	10	-2	10	-6	12	9	5
Apaf1 inhib	22	2	29	-3	4	6	9	-5	28	3
EBI2 block	-8	4	14	0	-2	4	16	1	-16	-5
697 NFkB inh	9	0	21	2	-7	3	-14	6	6	6
UBC13 inh	22	2	-13	-5	-5	-10	7	8	-4	4
Gli-Sufu antag	6	10	8	3	13	-12	-2	-13	9	-11
SENP8 block	-1	-4	1	2	-11	3	-3	4	3	5
CCR6 antag	-4	16	12	-4	0	-20	16	1	3	6

#21 O=S(=O)(c1ccccc1)N1CCC2(CC1)OCCN2S(=O)(=O)c1cccs1
#22 COc1cccc(N2CCN(Cc3nc4scc(-c5ccccc5)c4c(=O)[nH]3)CC2)c1
#23 CC(c1nccs1)N(C)C(=O)c1ccc(OC2CCN(CCc3ccccc3)CC2)cc1 (stereo not given)
#24 CCOC(=O)C1Cc2c([nH]c3ccccc23)CN1 (stereo not given)
#25 COC(=O)c1ccc2c(=O)n(CC3CCCO3)c(SCC(=O)NCCc3ccc(S(N)(=O)=O)cc3)nc2c1 (stereo not given)
#26 O=CN1CCN(C(=O)COc2ccc(Cl)cc2Br)CC1
#27 O=C1CC(c2ccccc2Oc2cccc(Cl)c2)C(n2cncn2)C(=O)C1C1NCCc2ccccc21 (stereo not given)
#28 CCCCCCc1c(C)[nH]c2nc3ccccc3n2c1=O
#29 Cc1c(NC(=O)c2ccc(NC(=O)C3CC3)cc2)cccc1C(=O)O
#30 C/C(=N/NC(=O)Nc1ccccc1)c1ccc(C)cc1

Assay by compound	21	22	23	24	25	26	27	28	29	30
Jurkat NFkB inh	-13	28	-5	-5	12	-8	-6	0	19	-10
Apaf1 inhib	14	24	7	0	-3	19	-18	-1	5	4
EBI2 block	5	-2	9	-4	-14	16	16	1	2	15
697 NFkB inh	-18	-22	-11	-7	20	3	20	-6	5	3
UBC13 inh	-10	-7	-2	-4	-1	-8	-2	8	4	-4
Gli-Sufu antag	0	-6	27	-16	-1	4	8	8	3	nt
SENP8 block	-2	1	1	13	7	5	9	0	27	-6
CCR6 antag	9	10	15	5	5	11	5	0	-4	7

#31 O=C(c1ccoc1)N1CCCC(N2CCN(c3ccc(F)cc3)CC2)C1 (stereo not given)
#32 COc1ccc([N+](=O)[O-])cc1C1NN=C(c2cccc3ccccc23)S1 (stereo not given)
#33 Cc1ccc(S(=O)(=O)N2CCOCC2)cc1C(=O)N1CC(C)OC(C)C1 (stereo not given)
#34 Cc1ccc2oc(C(=O)Nc3ccc(S(=O)(=O)Nc4ncccn4)cc3)c(C)c2c1
#35 CC(C)=CC(=O)OCC(=O)Nc1ccc(SC(F)F)cc1
#36 N/C(=N\OC(=O)COc1ccc(Br)cc1)c1cccc([N+](=O)[O-])c1
#37 Cc1cc(C)cc(OCC(=O)OCC(=O)Nc2cc(C)nn2-c2ccccc2)c1
#38 Cc1onc(-c2ccccc2Cl)c1C(=O)NCc1ccccn1
#39 CSc1ccc(NC(=O)c2cccnc2)cc1C#N
#40 O=S(=O)(Nc1ccccn1)c1ccc(C(F)(F)F)cc1Cl

Assay by compound	31	32	33	34	35	36	37	38	39	40
Jurkat NFkB inh	8	0	-8	-10	5	-9	-3	6	-13	-4
Apaf1 inhib	-9	5	3	11	-9	-5	-2	-12	-3	-4
EBI2 block	-5	20	6	1	-2	-18	4	-8	6	-7
697 NFkB inh	17	-4	2	-31	26	2	9	10	8	1
UBC13 inh	-3	-9	-6	-15	-9	2	-3	5	3	-11
Gli-Sufu antag	9	16	-10	-4	-6	11	-7	1	-12	-5
SENP8 block	8	-8	-10	4	-6	-11	-20	-10	0	-13
CCR6 antag	10	20	1	2	5	2	3	-8	-4	-12

Sorted by the number under Jurkat NFkB inh (falling): some entries from above.
# | structure | Jurkat NFkB inh | EBI2 block | 697 NFkB inh | UBC13 inh | CCR6 antag
31 | O=C(c1ccoc1)N1CCCC(N2CCN(c3ccc(F)cc3)CC2)C1 (stereo not given) | 8 | -5 | 17 | -3 | 10
38 | Cc1onc(-c2ccccc2Cl)c1C(=O)NCc1ccccn1 | 6 | -8 | 10 | 5 | -8
32 | COc1ccc([N+](=O)[O-])cc1C1NN=C(c2cccc3ccccc23)S1 (stereo not given) | 0 | 20 | -4 | -9 | 20
37 | Cc1cc(C)cc(OCC(=O)OCC(=O)Nc2cc(C)nn2-c2ccccc2)c1 | -3 | 4 | 9 | -3 | 3
40 | O=S(=O)(Nc1ccccn1)c1ccc(C(F)(F)F)cc1Cl | -4 | -7 | 1 | -11 | -12
36 | N/C(=N\OC(=O)COc1ccc(Br)cc1)c1cccc([N+](=O)[O-])c1 | -9 | -18 | 2 | 2 | 2
34 | Cc1ccc2oc(C(=O)Nc3ccc(S(=O)(=O)Nc4ncccn4)cc3)c(C)c2c1 | -10 | 1 | -31 | -15 | 2

Single records, as listed above:
O=C(c1ccoc1)N1CCCC(N2CCN(c3ccc(F)cc3)CC2)C1 (stereo not given) across the screens: Jurkat NFkB inh: 8; Apaf1 inhib: -9; EBI2 block: -5; 697 NFkB inh: 17; UBC13 inh: -3; Gli-Sufu antag: 9; SENP8 block: 8; CCR6 antag: 10
N/C(=N\OC(=O)COc1ccc(Br)cc1)c1cccc([N+](=O)[O-])c1 across the screens: Jurkat NFkB inh: -9; Apaf1 inhib: -5; EBI2 block: -18; 697 NFkB inh: 2; UBC13 inh: 2; Gli-Sufu antag: 11; SENP8 block: -11; CCR6 antag: 2
Cc1ccc2oc(C(=O)Nc3ccc(S(=O)(=O)Nc4ncccn4)cc3)c(C)c2c1 across the screens: Jurkat NFkB inh: -10; Apaf1 inhib: 11; EBI2 block: 1; 697 NFkB inh: -31; UBC13 inh: -15; Gli-Sufu antag: -4; SENP8 block: 4; CCR6 antag: 2

Next section.
#41 CCOc1cc(/C=N/O)ccc1OCc1ccccc1F
#42 COc1cc(/C=C/C(=O)OCC(=O)NCCC2=CCCCC2)cc(OC)c1OC
#43 Cc1ccc(N(C)S(=O)(=O)c2cccc(C(=O)N3CCN(Cc4ccccc4)CC3)c2)cc1
#44 Cc1ccc(-c2noc(CCCC(=O)Nc3cccnc3)n2)cc1
#45 Cc1ccc(-c2csc(NCCn3c(C(F)(F)F)nc4ccccc43)n2)cc1
#46 CCCS(=O)(=O)N1CCCC(C(=O)NCCCN2CCCC2=O)C1 (stereo not given)
#47 COc1ccc(N2CCN(C(=O)Cn3nnc(-c4ccccc4N)n3)CC2)cc1
#48 O=C(COC(=O)c1ccc([N+](=O)[O-])cc1Cl)Nc1cccnc1Cl
#49 O=C(O)c1cccc(N2C(=O)C3C4C=CC(C4=C(c4ccccc4)c4ccccc4)C3C2=O)c1 (stereo not given)
#50 COc1cc(C2(c3ccc(O)c(OC)c3)C(=O)N(C)c3ccc(C)cc32)ccc1O

Assay by compound	41	42	43	44	45	46	47	48	49	50
Jurkat NFkB inh	-24	14	10	6	3	1	4	-15	-7	13
Apaf1 inhib	15	12	8	19	4	-3	-2	-4	15	-4
EBI2 block	-11	-5	14	3	8	1	-10	-9	5	-7
697 NFkB inh	-4	7	-7	31	-4	10	6	7	15	27
UBC13 inh	3	5	8	-7	?	-7	12	-8	-4	1
Gli-Sufu antag	-7	5	5	21	-1	7	13	-5	-8	5
SENP8 block	-2	-1	-5	-5	-13	-7	-2	0	6	-1
CCR6 antag	-2	21	14	3	14	3	10	-2	-2	-2

#51 O=C(COC(=O)CCc1c[nH]c2ccccc12)NCc1ccccc1
#52 COC(=O)CNC(=O)COC(=O)c1cc(Cl)cc(Cl)c1N
#53 O=C(CCN1C(=O)/C(=C\C=C\c2ccccc2)SC1=S)Nc1cccc(C(=O)O)c1
#54 COc1ccc(CNC(=O)C2CCC(CNC(=O)[C@@H]3Cc4ccccc4CN3)CC2)cc1 (stereo not given in full)
#55 COC(=O)c1ccccc1NC(=O)NC1CC1
#56 CCc1cc2c(=O)c(-c3nc4ccccc4n3C)c(C)oc2c(CN2CCN(CCO)CC2)c1O
#57 Cc1c(OC(C)C(=O)NCCCN2CCOCC2)ccc2c3c(c(=O)oc12)CCC3 (stereo not given)
#58 COc1ccc(/C=C/C(=O)NCc2c(C)nn(C)c2C)cc1COc1ccc(Br)cc1
#59 COc1ccc(C(C[N+](=O)[O-])c2c(-c3ccccc3)cc3ccccn23)c(OC)c1 (stereo not given)

Assay by compound	51	52	53	54	55	56	57	58	59
Jurkat NFkB inh	8	0	-11	3	18	-1	2	9	-24
Apaf1 inhib	-1	5	9	4	-6	-17	-2	3	10
EBI2 block	-11	2	0	5	0	-11	0	20	-6
697 NFkB inh	2	-23	-146	-3	-4	15	0	1	1
UBC13 inh	9	8	-32	-4	7	10	0	17	-14
Gli-Sufu antag	5	-2	-1	-9	0	-48	27	4	19
SENP8 block	7	7	55*	-4	8	1	-9	4	-5
CCR6 antag	7	-8	17	9	6	9	8	-3	26
